Compound activity (PubChem)
APOBEC3G inh: blocks human APOBEC3G single-stranded DNA deamination | Q9HC16 | recombinant A3G, ssDNA deamination FAM/TAMRA fluorescence | inhibition, % at 20 µM | 0.28% of 330,000 active;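 active = inhibition of at least 40% at 20 µM, with no more than 30% in the related APOBEC3A deaminase screen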;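 also: plate controls were DMSO wells with A3G for no effect and wells lacking A3G enzyme for full effect; some compounds called inactive have numbers as strong as hits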
Target sequence (Q9HC16 whole entry, looked up): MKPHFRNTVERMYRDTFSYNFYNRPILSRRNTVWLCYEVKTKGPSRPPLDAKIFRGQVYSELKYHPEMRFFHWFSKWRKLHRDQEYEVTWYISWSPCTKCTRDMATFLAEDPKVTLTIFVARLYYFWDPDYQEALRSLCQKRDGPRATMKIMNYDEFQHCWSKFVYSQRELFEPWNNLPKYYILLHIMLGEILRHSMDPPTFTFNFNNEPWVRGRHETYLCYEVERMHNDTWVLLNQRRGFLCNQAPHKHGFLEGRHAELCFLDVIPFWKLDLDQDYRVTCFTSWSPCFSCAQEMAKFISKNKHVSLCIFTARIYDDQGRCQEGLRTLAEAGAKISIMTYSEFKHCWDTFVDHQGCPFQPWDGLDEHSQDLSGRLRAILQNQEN
hIAP block: human IAP inhibition; purified IAP, CDP-Star luminescence, 30 min; 0.12% of 330,000 active; inhibition, % at 10 µM; P09923; AID 2544;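 active = inhibition reaching a set limit with compound at 10 µM in the primary screen, cut at about 35% in these data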;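 also: plate controls were DMSO wells with enzyme for no effect and no-enzyme buffer wells for full effect; values of inactives mirror those of a sister screen read the other way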
beta cell repl: induces beta-cell replication in MIN6 cells; MIN6 cells proliferation, ATPlite luminescence, 48 h; cells starved in 0.2% serum; 100% = growth in 10% serum; proliferation, % at 10 µM; 0.29% of 330,000 active; AID 2380;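 active = compounds whose signal lies at least 3.5 SD above the mean of all wells on their plate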;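 also: 0% = DMSO-treated cells in low-serum medium and 100% = 10% serum control; some compounds called inactive have numbers as strong as hits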
NALP3 yeast inh: inhibitors of NALP3 inflammasome in yeast; inhibition, % at 10 µM; 0.39% of 330,000 active; Yeast reconstituted NLRP3/ASC/caspase-1, beta-gal luminescence, 24 h;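 active = inhibition of 50% or more; inactive = inhibition below 50%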;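 also: plate controls were induced DMSO wells for no effect and uninduced yeast grown without galactose for full effect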
SENP1 FRET inh: SENP1 (human) catalytic domain inhibition. 0.21% of 360,000 active. inhibition, % at 10 µM. AID 624204. recombinant SENP1 catalytic domain, CyPet-SUMO1-YPet FRET cleavage;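 active = inhibition at least 30% at 10 µM, raw YFP signal under a set limit, fluorescence ratio 0.5 to 1.5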;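 also: 0% = enzyme with DMSO and 100% = no enzyme wells; some results filed as inactive read as strong as hits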
Target sequence (Q9P0U3 419-644 limits assumed): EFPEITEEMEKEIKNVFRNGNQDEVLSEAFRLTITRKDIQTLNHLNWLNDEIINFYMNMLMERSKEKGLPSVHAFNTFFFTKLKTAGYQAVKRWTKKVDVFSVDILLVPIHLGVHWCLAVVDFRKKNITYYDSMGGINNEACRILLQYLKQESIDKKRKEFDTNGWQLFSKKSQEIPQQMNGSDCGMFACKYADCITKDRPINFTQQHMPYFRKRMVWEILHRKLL
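Compound: 10 µM single point, 0.5% DMSO; Test system: hSENP1 catalytic domain, recombinant; Timing: 50 min reaction at room temperature; Technique: FRET, CFP and YFP emission; Control set: no-enzyme wells low, DMSO-plus-enzyme wells high control.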
mIAP activ: increases mouse intestinal alkaline phosphatase activity; muIAP, CDP-Star luminescence, 30 min; active compounds read high; 1 = vehicle-only enzyme signal, 0 = enzyme-free wells; activation factor at 10 µM; 0.24% of 330,000 active;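 active = activation factor of at least 2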; also: the source names both 10 and 20 µM as test concentration; values of inactives mirror those of a sister screen read the other way
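Assay system: mouse IAP enzyme; Reagent: CDP-Star chemiluminescent phosphatase substrate; Compound: DMSO-dissolved test compounds; Incubation: 30 min, room temperature; Technique: luminescence from enzymatic CDP-Star hydrolysis; Controls: DMSO-only wells and no-enzyme negative control.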
mIAP inh: mouse IAP inhibition; purified mouse IAP, CDP-Star luminescence, 30 min; inhibition, % at 10 µM; 0.2% of 330,000 active; AID 2806;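 active = inhibition of at least 40% at 10 µM in the primary screen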;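 also: plate controls were DMSO with enzyme for no effect and no enzyme wells for full effect; values of inactives mirror those of a sister screen read the other way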
hIAP activ: human IAP activation | P09923 | purified human IAP, CDP-Star luminescence, 30 min; active compounds read high; 1 = vehicle-only enzyme, 0 = enzyme-free background | activation factor at 10 µM | 0.16% of 330,000 active | AID 2524;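 active = activation factor of the enzyme at least 2-fold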; also: the source names both 10 and 20 µM as test concentration; values of inactives mirror those of a sister screen read the other way
APOBEC3A inh: blocks human APOBEC3A ssDNA deamination; 0.41% of 330,000 active; P31941; AID 493011; recombinant A3A, FAM/TAMRA ssDNA deamination fluorescence; inhibition, % at 20 µM;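 active = at least 40% inhibition at 20 µM here, with at most 30% in a related deaminase screen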;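 also: plate controls were A3A with DMSO for no effect and wells lacking A3A enzyme for full effect; some results filed as inactive read as strong as hits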
Target sequence (P31941 whole entry, looked up): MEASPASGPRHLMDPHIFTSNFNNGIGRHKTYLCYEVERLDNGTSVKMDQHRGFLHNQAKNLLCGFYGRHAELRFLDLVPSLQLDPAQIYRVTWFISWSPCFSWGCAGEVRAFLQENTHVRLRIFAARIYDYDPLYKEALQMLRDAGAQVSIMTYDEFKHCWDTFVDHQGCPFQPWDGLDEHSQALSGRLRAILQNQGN
* marks the source's active call; other numbers are inactive results; & = joins results of further samples. The list is partial; count on the stated rates, not on these rows.

SMILES | APOBEC3G inh | hIAP block | beta cell repl | NALP3 yeast inh | SENP1 FRET inh | mIAP activ | mIAP inh | hIAP activ | APOBEC3A inh
Cc1ccc(S(C)(=O)=O)cc1C(=O)OCC(=O)N(Cc1ccccc1)Cc1ccccc1 | -6 | 6 | 0 | -7 | -1 | 1 | -4 | 0.94 | -2
CCOC(=O)C1(CCOc2ccccc2)CCN(CCCn2cccn2)CC1 | -10 | -4 | 1 | 8 | -6 | 1.1 | -8 | 1 | -3
c1ccc(CNc2ncnc3ccccc23)cc1 | -8&-4 | -12&8 | -6&-6 | 11&16 | 1&0 | 1&0.94 | -2&6 | 1.1&0.92 | 4&-4
CCOC(=O)c1ccc(NC(=O)c2nc[nH]c2C(=O)N[C@@H](Cc2ccccc2)C(=O)OC(C)(C)C)cc1 | -13 | -55 | -7 | 0 | 1 | 0.93 | 7 | 1.6 | -1
CC(=O)Nc1ccc(NC(=O)c2cccc(S(=O)(=O)N(C)C3CCCCC3)c2)cc1 | 2 | 12 | -3 | 5 | 2 | 0.96 | 4 | 0.88 | 7
CCS(=O)(=O)c1ccc2oc(Nc3ccccc3Cl)nc2c1 | 2 | -4 | -2 | 10 | -1 | 0.99 | 1 | 1 | 1
CCN(CC)c1ccc(NC(=O)CN2C(=O)CSc3ncccc32)c(C)c1 | -6 | 4 | -7 | 15 | 4 | 1 | 0 | 0.96 | -2
C/C(CC(=O)Nc1ccc(N(C)C)cc1)=N\NC(=O)Cc1csc(N)n1 | -2 | -25 | -1 | 3 | 3 | 0.87 | 13 | 1.2 | 0
Cc1nn(-c2ccccn2)c(C)c1Oc1ccccc1O | 0 | -26 | -3 | 14 | 1 | 0.97 | 3 | 1.3 | -2
COc1ccc(NS(=O)(=O)c2ccc(Cl)c(NC(=O)c3cccnc3Cl)c2)cc1 | -5 | 1 | -3 | 15 | 1 | 0.95 | 5 | 0.99 | -3
O=C(NC1CCCC1)C(c1cccnc1)N(C(=O)c1csnn1)C1CC1 (configuration not stated) | -7 | 7 | 2 | -4 | 3 | 0.94 | 6 | 0.93 | -3
COc1ccc(NS(=O)(=O)c2ccc(N3CCOCC3)c(N)c2)cc1 | 5 | 10 | -7 | 31 | -1 | 0.98 | 2 | 0.9 | 3
Cc1ccccc1C(=O)N1CCC(n2nccc2NC(=O)C2CC2)CC1 | 5 | 1 | -2 | 20 | 2 | 0.99 | 1 | 0.99 | 2
COc1ccc(S(=O)(=O)N2CC(O)CC2C(=O)OCc2nc3sc(C)c(C)c3c(=O)[nH]2)cc1 (configuration not stated) | -6 | 4 | 0 | 8 | 22 | 0.78 | 22 | 0.96 | 4
CSc1ccc(CCNC(=O)Cn2ncc3c([nH]c4ccccc43)c2=O)cc1 | 3 | -2 | -1 | 5 | 2 | 1.1 | -8 | 1 | 4
c1ccc(-c2nccc(-c3ccc(-n4cnc5ccccc54)cc3)n2)cc1 | -2 | 3 | -2 | 11 | 1 | 0.88 | 12 | 0.97 | -2
Clc1ccc(COn2c(-c3ccc(Cl)cc3Cl)nc3ncccc32)cc1 | 0 | 17 | -4 | 22 | -1 | 0.95 | 5 | 0.83 | 1
CN(CC(=O)Nc1ccccc1C(F)(F)F)CC(=O)N1CCCCCC1 | -3 | -23 | -3 | 9 | 2 | 1.1 | -11 | 1.2 | -2
Nc1cc(Cl)ccc1N1C(=O)CCC1=O | -9 | 11 | -5 | 2 | 0 | 1 | -2 | 0.89 | -5
COn1c2c(c3c4nonc4ccc31)CCCC2 | -5 | -3 | 0 | 12 | -20 | 0.78 | 22 | 1 | 4
CCOc1cccc(CN2CCC(n3nccc3NC(=O)CCCc3ccccc3)CC2)c1 | -1 | -246 | -5 | 6 | -1 | 2.4* | -138 | 3.5* | -2
C=Cc1ccc(C(=O)NC2CCCN(Cc3ccccc3F)C2)cc1 (configuration not stated) | -9 | 14 | 2 | 17 | 2 | 0.98 | 2 | 0.86 | -4
COc1ccc(-c2cc(C(=O)c3c(N)n(C)c(=O)n(C)c3=O)c3ccccc3n2)cc1OC | -6 | 8 | 1 | 13 | -4 | 1.1 | -9 | 0.92 | 9
Cc1ccc(NC(=O)c2cccs2)cc1S(=O)(=O)Nc1cccc(Cl)c1 | 1 | 10 | -1 | 11 | 0 | 0.92 | 8 | 0.9 | -1
COc1ccc(NC(=O)NNC(=O)COc2ccc3cc(Br)ccc3c2)cc1OC | 26 | -97 | -4 | -7 | 0 | 0.96 | 4 | 2 | 5

Further results:
SMILES | APOBEC3G inh | hIAP block | beta cell repl | NALP3 yeast inh | SENP1 FRET inh | mIAP activ | mIAP inh | hIAP activ | APOBEC3A inh
O=C(O)C1C2C=CC(O2)C1C(=O)NCc1ccc(Cl)cc1 (configuration not stated) | 0 | 9 | -1 | 13 | -1 | 1 | -2 | 0.91 | 6
CC(C)OC(=O)c1ccc2nc3ccccc3nc2c1 | 64* | 16 | -3 | 31 | -2 | 1.1 | -6 | 0.84 | -1
CCc1nc2ccc(C(=O)NCc3ccco3)cc2nc1CC | -4 | -4 | 0 | 6 | 0 | 1 | -5 | 1 | 0
CCOC(=O)c1sc(-c2ccc(C)cc2)c(C#N)c1C | 2 | 10 | -3 | 7 | 1 | 0.87 | 13 | 0.9 | 2
CN(c1cccc(NC(=O)c2ccc(CN3CCc4ccccc4C3)cc2)c1)S(C)(=O)=O | -1 | -35 | -1 | -9 | 0 | 1.1 | -6 | 1.3 | -1
Cc1nc2ccccn2c1C(=O)/C=C/c1cccc([N+](=O)[O-])c1 | 2 | 9 | -6 | 22 | 2 | 1 | -4 | 0.91 | 6
COc1ccccc1CN1CC(C(=O)NCc2cc(F)ccc2C)CCC1=O (configuration not stated) | -5 | 18 | 2 | 12 | -1 | 1 | -1 | 0.82 | -2
CCOC(=O)C1CCN(S(=O)(=O)CCNC(=O)c2ccc(F)cc2)CC1 | -13 | 20 | -1 | 15 | 3 | 0.95 | 5 | 0.8 | -5
CCOc1cc(NC(=O)c2ccccn2)c(OCC)cc1NC(=O)c1ccc(C)cc1 | -6 | -4 | 6 | 0 | -10 | 0.87 | 13 | 1 | -1
O=C1C2CC=CCC2C(=O)N1Cc1ccccc1 (configuration not stated) | -2 | 3 | 1 | -9 | 0 | 0.98 | 2 | 0.97 | -1
O=C(Nc1ccccc1-c1ccccc1)c1ccc(Cl)c([N+](=O)[O-])c1 | 2 | 10 | 0 | 14 | -2 | 0.97 | 3 | 0.9 | 1
Cc1cc(=O)[nH]c(N/N=C/c2ccc(N(C)C)cc2)n1 | -4 | 0 | -2 | 9 | -11 | 1.2 | -20 | 1 | -3
Cc1ccc(CNC(=O)CCNS(=O)(=O)c2cccc3nonc23)cc1 | -1 | -21 | -4 | 12 | -2 | 1.1 | -10 | 1.2 | -7
Cn1c(=O)c2c(ncn2CC(=O)N2CCN(S(=O)(=O)c3ccc(F)cc3)CC2)n(C)c1=O | -4 | 7 | 0 | 8 | 0 | 1.1 | -7 | 0.93 | -1
COc1ccc(-c2nnc3ccc(SCC(=O)N4CCCC4)nn23)cc1 | -6 | 0 | -2 | 18 | 1 | 0.98 | 2 | 1 | -1
Cc1nnc(SCC(=O)Nc2ccc3[nH]c(=O)[nH]c3c2)s1 | -12 | 4 | -3 | 10 | 0 | 1 | -2 | 0.96 | 4
Cc1ccc(CN2C(=O)[C@@H]3Cc4c([nH]c5ccccc45)C(C)(C)N3C2=O)cc1 | -3 | -8 | -9 | 16 | -12 | 1.1 | -15 | 1.1 | 2
COc1ccccc1C(=O)NCCC(=O)NC1CCCCCC1 | 0 | 5 | -2 | 4 | 0 | 0.95 | 5 | 0.95 | 2
COc1ccc(/C=N\n2nnc3ccccc32)cc1 | -7 | -2 | -1 | 20 | 2 | 1.1 | -9 | 1 | -5
CC1C/C(=N\NC(=O)c2ccc(NS(=O)(=O)c3ccc(Br)cc3)cc2)CC(C)(C)C1 (configuration not stated) | -4 | -9 | -2 | -1 | -2 | 0.96 | 4 | 1.1 | 1
O=c1nc(N/N=C/c2ccccn2)cn[nH]1 | 1 | -26 | -1 | 1 | 3 | 1.1 | -10 | 1.3 | 2
Cc1ccc(SCc2cc(=O)[nH]c(Nc3nc(C)c4cccc(C)c4n3)n2)cc1 | -8 | -2 | 0 | 23 | 2 | 0.94 | 6 | 1 | 5
CC(C)=CC(=O)OCC(=O)Nc1ccc(SC(F)F)cc1 | -8 | 6 | 0 | 25 | 2 | 1.1 | -10 | 0.94 | 3
Cc1cccc(CS(=O)(=O)Cc2ccc(C(=O)NCc3ccco3)o2)c1 | -5 | 5 | 0 | -3 | 0 | 1 | -3 | 0.95 | -1
O=C(Nc1nnc(SCC(=O)N2CCCc3ccccc32)s1)c1ccc2ccccc2c1 | -5 | 2 | 0 | 12 | 0 | 0.93 | 7 | 0.98 | 2

Later entries
SMILES | APOBEC3G inh | hIAP block | beta cell repl | NALP3 yeast inh | SENP1 FRET inh | mIAP activ | mIAP inh | hIAP activ | APOBEC3A inh
Cc1cc(C)c(CN2CCCC(CNC(=O)c3ccc(F)cc3)C2)c(-n2cccn2)c1 (configuration not stated) | -5 | 5 | 4 | 13 | -1 | 1.1 | -14 | 0.95 | -1
CCc1ccc(-c2cc(C)no2)cc1S(=O)(=O)N1CCN(c2ccc(C(C)=O)cc2)CC1 | 5 | 10 | -2 | 18 | 4 | 1 | 0 | 0.9 | -2
Cc1ccc(C(=O)N2CCN(c3cccc(C)c3C)CC2)cc1S(=O)(=O)N1CCOCC1 | -7 | 3 | -4 | 27 | 1 | 0.95 | 5 | 0.97 | -3
O=C(O)CSc1nnc(-c2ccncc2)n1CCc1ccccc1 | -4 | -8 | 2 | 8 | 3 | 0.98 | 2 | 1.1 | -2
CCN(CC)C(=O)CSc1nc2[nH]ncc2c(=O)[nH]1 | -1 | 10 | 0 | -3 | 2 | 0.89 | 11 | 0.9 | -2
c1ccc2c(c1)oc1c(NCC3CCCO3)ncnc12 (configuration not stated) | -8 | 14 | 3 | 0 | 1 | 0.9 | 10 | 0.86 | -1
CCOC(=O)C1=C(C)OC(N)=C(C#N)C1c1cc2c(cc1Br)OCO2 (configuration not stated) | -4 | -9 | -2 | -2 | -49 | 1 | -1 | 1.1 | -7
Cc1ccc2nc(-c3ccc(-c4cccc(Cl)c4)cc3)c(NCc3ccccc3)n2c1 | 5 | -4 | -8 | 25 | -28 | 1.1 | -11 | 1 | 2
COc1ccc(C2NC(=O)CCC2[N+](=O)[O-])c(OC)c1OC (configuration not stated) | -12 | 0 | -1 | 12 | -1 | 0.98 | 2 | 1 | -5
Cc1c(C(=O)Nc2ccncc2)sc2nc(-c3ccccc3)cn12 | -4 | 6 | 0 | 23 | 7 | 0.92 | 8 | 0.94 | -3
COc1cc2cnc(-c3ccsc3)cc2cc1OC | 2 | 13 | 0 | 45 | 0 | 0.87 | 13 | 0.87 | 0
NC1=NC2(CCCCC2)N=C(Nc2ccc(F)cc2F)N1 | -4 | 12 | 0 | -2 | 0 | 0.99 | 1 | 0.88 | 0
CC(C)n1cnc2c(Nc3cccc(F)c3)nc(NCCO)nc21 | -11 | 5 | 1 | 6 | -7 | 1.1 | -6 | 0.95 | -5
